# HTRA1 inh: HTRA1 (human) protease inhibition. actives 0.5% (n = 340,000). recombinant HTRA1, FP-rhodamine activity-based probe, fluorescence polarization. AID 504803. inhibition, % at 5.96 µM; in the data active means inhibition above about 36%;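 further: 0% = enzyme with DMSO and 100% = wells lacking enzyme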
# PRMT1 inh: inhibitors of human PRMT1; Q99873; actives 1.3% (n = 370,000); AID 652257; inhibition, % at 2.79 µM; recombinant PRMT1, activity-based probe fluorescence polarization;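 active means inhibition above about 21% made by adding two undisclosed values, limit read from the data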
# LEDGF integ inh: blocks HIV-1 LEDGF/p75-dependent DNA integration | AID 743269 | actives 0.64% (n = 370,000) | inhibition, % at 3.7 µM | TR-FRET IN-LEDGF/p75 DNA integration, Eu/Cy5;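 active means inhibition above the screen-wide mean plus 3 SD, cut at about 13% in these data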;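 further: signal is the Cy5 over europium emission ratio at 671 and 618 nm; 0% = plate median of compound wells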
# Rev-erbA mod: modulators of human Rev-erb alpha DNA binding. activity, % at 10 µM. Rev-erbα–FITC-DNA binding, fluorescence polarization, 90 min. P20393. actives 0.79% (n = 370,000);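 active means activity above about 14%, limit read from the data; passing the limit was not always enough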;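 further: 0% = DMSO wells with 35 nM protein and 100% = DMSO wells with 750 nM protein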
# ABHD4 inh: inhibits mouse alpha/beta hydrolase domain 4 | Q8VD66 | purified mABHD4, FP-Rh probe fluorescence polarization | inhibition, % at 8.92 µM | actives 0.54% (n = 370,000) | AID 720543;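 active means inhibition exceeding the mean over every tested compound plus 3 SD, cut at about 30% in these data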;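 further: 0% = plate median of compound wells and 100% = S159A mutant with DMSO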
#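 System: mouse ABHD4 enzyme, wild type / Medium: HEPES pH 7.0, NaCl, Pluronic buffer / Reagent: FP-Rh activity-based fluorescent probe / Control set: S159A mutant high control, sample median low control / Detection: fluorescence polarization with parallel and perpendicular emission, 525/598 nm / Schedule: 45 min + 60 min at 25 °C / Compound dosing: 8.92 µM, single dose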
# UHRF1 MBD2 ctr: UHRF1 methyl-DNA binding inhibition. Q96T88. UHRF1 binding to methylated oligo, TR-FRET. inhibition, % at 4.4 µM. actives 0.75% (n = 370,000); in the data active means inhibition above about 21%;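 further: UHRF1 SRA domain binding a hemimethylated CpG hairpin DNA probe; 0% = median of test compound wells and 100% = reference inhibitor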
# Target sequence (Q96T88 whole entry, looked up, the tested form may be a part): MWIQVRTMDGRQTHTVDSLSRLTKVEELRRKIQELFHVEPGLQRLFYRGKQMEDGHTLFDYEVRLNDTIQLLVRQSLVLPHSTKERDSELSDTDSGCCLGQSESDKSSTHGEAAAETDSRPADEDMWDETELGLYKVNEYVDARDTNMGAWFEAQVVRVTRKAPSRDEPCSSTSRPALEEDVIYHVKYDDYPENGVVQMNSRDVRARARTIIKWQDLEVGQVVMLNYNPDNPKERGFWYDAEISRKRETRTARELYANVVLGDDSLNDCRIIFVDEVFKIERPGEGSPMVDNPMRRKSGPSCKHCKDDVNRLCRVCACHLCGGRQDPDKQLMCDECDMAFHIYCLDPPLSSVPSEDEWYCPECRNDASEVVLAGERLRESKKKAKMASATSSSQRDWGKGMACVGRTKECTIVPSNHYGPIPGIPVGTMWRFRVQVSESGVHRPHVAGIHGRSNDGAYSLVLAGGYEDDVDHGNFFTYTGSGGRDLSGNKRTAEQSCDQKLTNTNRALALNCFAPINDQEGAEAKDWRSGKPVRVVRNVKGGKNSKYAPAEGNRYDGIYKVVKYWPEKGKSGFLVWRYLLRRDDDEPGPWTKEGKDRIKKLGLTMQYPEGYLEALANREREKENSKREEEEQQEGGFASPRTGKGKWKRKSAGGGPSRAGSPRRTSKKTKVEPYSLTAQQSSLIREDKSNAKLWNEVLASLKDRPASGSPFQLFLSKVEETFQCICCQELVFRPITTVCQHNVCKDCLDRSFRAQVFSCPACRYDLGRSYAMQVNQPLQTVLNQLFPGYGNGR
# TCR-CD3 inh: human TCR-CD3 binding inhibition. AID 651800. inhibition, % at 9.4 µM. TAMRA-labeled TCR probe fluorescence, biochemical. actives 0.37% (n = 360,000); in the data active means inhibition above about 19%;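 further: recombinant mutant TCR 2C K166C tagged with TAMRA read by polarization; 0% = receptor in buffer alone and 100% = receptor with positive control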
# PG9 binder: PG9 antibody binding by small molecule | TR-FRET gp120-PG9 antibody binding | inhibition, % at 6.7 µM | actives 0.43% (n = 360,000); in the data active means inhibition above about 8.5%
# MBD2 DNA inh: inhibitors of human MBD2 binding to methylated oligonucleotide. TR-FRET. AID 686964. inhibition, % at 4.4 µM. actives 0.31% (n = 370,000). Q9UBB5; in the data active means inhibition above about 13%
# rCAG RNA binder: binds r(CAG) RNA repeats; r(CAG) RNA repeat, TO-PRO-1 dye displacement fluorescence; inhibition, % at 3 µM; actives 1.3% (n = 370,000); AID 651821;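 active means inhibition above the plate cutoff, the mean of all test compounds on that plate plus 3 SD, cut at about 35% in these data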;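 further: 0% = DMSO alone and 100% = 100 µM mitoxantrone as full dye displacement; higher means more dye released from RNA so lower well fluorescence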
# * hit, by the source's call; nt = not tested or not shown. An excerpt; the hit share may differ from the screen's.
SMILES,HTRA1 inh,PRMT1 inh,LEDGF integ inh,Rev-erbA mod,ABHD4 inh,UHRF1 MBD2 ctr,TCR-CD3 inh,PG9 binder,MBD2 DNA inh,rCAG RNA binder
CC(C)c1ccc(OCC(=O)NNC(=O)c2cnccn2)cc1,0,2,-3,-1,8,-1,-2,0.5,1,0
COC(=O)COc1ccc(C(=O)OC)cc1,4,1,-1,10,1,1,-1,-1.1,0,1
COC(=O)CN1C(CN2CCOCC2)=Nc2ccc(Br)cc2C1c1ccccc1 (stereo not given),nt,-1,2,6,-2,-2,7,-0.5,1,-7
C=CCc1cccc(CNc2nc3ccccc3n2CCN2CCOCC2)c1O,2,-4,4,0,-7,-1,-1,-1.8,-1,3
O=C(NCCc1ccc(Cl)cc1Cl)c1cncc(Br)c1,-12,6,4,-2,-14,4,2,1.2,10,1
CSc1ccccc1CNC(=O)C1(C)CCCN1CC(C)C (stereo not given),nt,-6,2,4,1,-4,4,-0.6,0,0
COc1ccccc1CC(=O)NCc1ccc2c(c1)OCO2,8,2,0,-3,9,2,-5,0.4,1,1
CCNS(=O)(=O)c1ccc(C(=O)Nc2ccccc2)cc1,-10,3,2,4,-4,0,3,1.2,3,1
O=C(CNC(=O)c1sc2ccccc2c1Cl)Nc1ccccc1F,1,-3,-3,44*,1,-1,6,12*,-1,2
C=CCn1c(-c2ccc(OC)c(OC)c2)cs/c1=N\c1ccccn1,0,9,3,6,-14,8,0,1.2,8,10
COc1ccc(/C=C2\CCc3ccccc3C2=O)cc1Cn1cccn1,-22,0,0,5,-2,-2,0,0.9,2,-4
CC(=O)c1cccc(CN2CCCC(C(=O)Nc3ccc(-c4ccco4)cc3)C2)c1 (stereo not given),-26,9,-2,-2,-3,2,0,-2.6,2,8
COc1ccc(C2=CC(=O)CC(c3ccc(F)cc3)C2)cc1 (stereo not given),-26,0,1,0,1,-3,2,-2.5,1,1
CCOc1ccc2c(c1)C(C)=CC(C)(C)N2S(=O)(=O)c1ccc(NC(C)=O)cc1,-44,-2,3,2,-16,-2,3,-1.8,-4,-5
CC(NC(=O)/C(C#N)=C/c1ccc(OCC(=O)O)cc1)c1ccccc1 (stereo not given),4,3,0,4,1,-1,-4,0.2,2,6
O=C(O)c1cc([N+](=O)[O-])ccc1N1CCCCC1,4,-1,-1,10,-2,-3,1,-2.5,-10,2
CC(C)CC(=O)NC(NCC1CCCO1)C(Cl)(Cl)Cl (stereo not given),5,-3,2,10,2,0,3,2.5,5,-1
C=CCn1cnc2c(c1=O)c1nc3ccccc3nc1n2/N=C/c1cccc(OC)c1,0,-2,12,2,-2,8,7,1.4,1,1
CCCCOc1ccc(/C=c2\sc3ncnn3c2=O)cc1,3,-1,-3,1,-2,-2,4,-0.9,-1,0
Nc1ncnc(Nc2cccc(F)c2)n1,7,-1,0,-5,2,-2,2,-0.2,3,0
Cc1c(Br)ccc(NC(=O)c2ccccc2[N+](=O)[O-])c1C,1,3,-3,-5,-1,3,4,3.8,5,1
COc1cccc2cc(C(=O)C3=C(O)C(=O)N(CCN4CCOCC4)C3c3ccc(C(C)(C)C)cc3)oc12 (stereo not given),-1,2,3,-2,2,-4,-1,5.2,1,27
Cc1[nH]c2ccccc2c1C(=O)COC(=O)Cn1c(C)nc2ccccc21,-7,2,-3,6,5,2,0,-1.0,2,2
Cc1c(N2C(=O)/C(=C3/C(=O)N(C)c4ccccc43)SC2=S)c(=O)n(-c2ccccc2)n1C,-3,4,1,-4,5,3,8,-3.5,-2,1
O=C(CSCc1ccccc1Cl)NN1C(=O)c2ccccc2C1=O,1,0,-2,-9,0,-1,4,-0.5,6,2
# Other compounds.
SMILES,HTRA1 inh,PRMT1 inh,LEDGF integ inh,Rev-erbA mod,ABHD4 inh,UHRF1 MBD2 ctr,TCR-CD3 inh,PG9 binder,MBD2 DNA inh,rCAG RNA binder
CC(C)N1CCN(Cc2cnc(N3CCCC3)s2)CC1CCO (stereo not given),6,-3,2,2,-4,0,2,-0.1,2,-1
COc1cccc(C(Nc2ccccc2)c2ccc3ccc(C)nc3c2O)c1 (stereo not given),nt,-4,0,5,-14,3,-9,-0.7,-6,10
O=C1CN(C(=O)c2ccc(Cl)nc2)c2ccccc2N1,-4,-4,-2,-1,3,0,-2,0.4,-1,-1
COc1ccccc1Nc1nnc(SCc2cc(=O)n3ccsc3n2)s1,3,6,-4,-4,4,-1,-3,-0.4,-5,1
CCCOc1ccc(/C(O)=C2/C(=O)C(=O)N(CCN(C)C)C2c2ccncc2)cc1 (stereo not given),-4,-2,1,-1,8,-3,-2,1.9,-1,3
O=C(Nc1nc(-c2ccccn2)cs1)C1CCCC1,6,12,2,-4,-3,-2,-9,1.4,-6,-4
O=C(NCCc1ccccc1)c1ccccc1[N+](=O)[O-],6,-2,3,-2,-2,-1,1,-0.7,1,0
O=C(NNC(=O)c1ncc(Cl)c(Cl)c1Cl)c1ccc(F)cc1,1,1,7,5,5,-1,-8,-2.3,-4,-1
CCOc1ccc(/C=N/NC(=O)c2cc3c(OC)cc(OC)c(OC)c3[nH]2)cc1,15,3,-7,3,22,-3,-4,-5.2,0,14
O=C(Cn1c(SCC(=O)N2CCc3ccccc32)nc2ccccc21)NC1CCCC1,1,2,0,-2,4,-2,10,-0.7,-3,-1
Cc1ccsc1C(=O)C1CCCN(Cc2cccn2-c2ccc(Cl)cn2)C1 (stereo not given),-1,-3,3,-3,3,-7,3,1.0,-3,9
Cc1cccn2cc(CCNC(=O)c3ccc(Br)o3)nc12,-4,-2,0,5,-2,1,5,-1.1,-3,3
O=C(c1ccccc1)c1c[nH]c(C(=O)NCCCn2ccnc2)c1,0,4,-3,1,11,6,6,0.5,-3,2
c1ccc(N2CCCCC2)c(Nc2nc3ccccc3n3cnnc23)c1,-14,4,-1,-21,3,1,-2,0.9,5,2
Cc1occc1C(=O)N1CCCC(N2CCN(c3cccc(Cl)c3)CC2)C1 (stereo not given),-2,0,-1,1,-2,0,5,-2.6,-3,-6
NNC(=O)c1oc2nc(-c3ccccc3)cc(-c3ccco3)c2c1N,nt,-3,1,-11,17,-10,16,-1.2,-1,22
CCCCNC(=S)NNC(=O)c1csc(C)c1CC,5,-4,5,1,9,-4,6,-3.8,-8,-1
COc1ccc(NC(=S)NC(NC(=O)c2cccc3ccccc23)C(Cl)(Cl)Cl)c([N+](=O)[O-])c1 (stereo not given),-52,-1,4,6,-68,-17,5,-1.7,-17,29
O=C(OC(C(=O)NCc1ccco1)C(OC(=O)c1ccccc1)C(=O)NCc1ccco1)c1ccccc1 (stereo not given),9,-2,-3,-2,3,-1,-2,-1.4,-2,-1
Cc1ccccc1S(=O)(=O)Cc1ccc(C(=O)NCCN(Cc2ccccc2)C(C)C)o1,-1,2,-4,-5,-5,-3,6,-1.7,-5,-6
Nn1c(COc2ccccc2F)nnc1SCC(=O)NC1CCS(=O)(=O)C1 (stereo not given),4,-3,5,-6,1,3,8,-0.6,2,2
CCc1nc2ccc(C(=O)NCCN3CCOCC3)cn2c1N(C)Cc1ccc(OC)cc1,nt,-6,4,-1,2,1,6,0.1,-3,-1
CCCCOCCCNC(=O)C[C@@H]1C(=O)N(CCc2ccc(Cl)cc2)C2=CCCCC[C@]21C(=O)OC,nt,-4,-1,6,4,-1,nt,nt,-5,1
C[C@]12c3[nH]c4cc(-c5ccco5)ccc4c3CCN1C(=O)[C@@H](CC(=O)NCC13CC4CC(CC(C4)C1)C3)C[C@@H]2C(=O)N1CCCCC1,-12,15,0,1,10,1,-4,-2.0,2,17
Cc1cc(C(=O)CN2C(=O)NC3(CCCc4sccc43)C2=O)c(C)n1-c1ccccc1 (stereo not given),-21,4,6,1,4,4,-8,-1.1,9,0

# Rewritten field by field: entries from further up.
O=C(c1ccccc1)c1c[nH]c(C(=O)NCCCn2ccnc2)c1
  HTRA1 inh: 0	PRMT1 inh: 4	LEDGF integ inh: -3	Rev-erbA mod: 1	ABHD4 inh: 11	UHRF1 MBD2 ctr: 6	TCR-CD3 inh: 6	PG9 binder: 0.5	MBD2 DNA inh: -3	rCAG RNA binder: 2
c1ccc(N2CCCCC2)c(Nc2nc3ccccc3n3cnnc23)c1
  HTRA1 inh: -14	PRMT1 inh: 4	LEDGF integ inh: -1	Rev-erbA mod: -21	ABHD4 inh: 3	UHRF1 MBD2 ctr: 1	TCR-CD3 inh: -2	PG9 binder: 0.9	MBD2 DNA inh: 5	rCAG RNA binder: 2

# (more compounds)
SMILES,HTRA1 inh,PRMT1 inh,LEDGF integ inh,Rev-erbA mod,ABHD4 inh,UHRF1 MBD2 ctr,TCR-CD3 inh,PG9 binder,MBD2 DNA inh,rCAG RNA binder
COc1ccc(NS(=O)(=O)c2cc3c(cc2C)NC(=O)CO3)c(OC)c1,-5,1,-4,5,-2,-2,-4,-0.6,0,5
O=C(COc1ccccc1Cl)NCCNC(=O)c1ccccn1,5,0,-1,7,0,4,0,-1.0,5,-7
O=C(O)Cc1ccc(-c2ccccc2)cc1,2,-3,0,4,-6,0,2,-0.1,-1,2
Cc1nc2cc(Cl)ccc2c(=O)n1Cc1ccncc1,7,1,2,0,-3,2,-3,-0.6,-2,3
N#CCC(=O)Nc1ccc(C(=O)OCC(=O)c2ccc3c(c2)OCO3)cc1,-11,1,0,1,-7,-3,9,0.4,1,17
N#C/C(=C(/O)COC(=O)COc1ccc(Cl)cc1)c1nc2ccccc2[nH]1,2,1,-2,-4,-5,-2,-9,3.6,1,21
CC(C)OC(=O)Nc1ccc2c(c1)N(C(=O)CCN1CCOCC1)c1ccccc1CC2,-5,3,-2,-5,2,-4,5,0.4,-1,-7
Cn1c(CO)cnc1SCC(=O)c1ccc(Cl)cc1,7,3,-3,0,2,4,-6,-2.3,4,-5
O=C(OCCCCN1C(=O)c2ccccc2C1=O)c1n[nH]c2ccccc12,-14,4,-3,-3,-18,4,-5,1.8,0,1
CCCCCCCCCc1nc2sc3c(c2c(=O)n1NC(=O)c1ccc([N+](=O)[O-])cc1)CC(C)(C)OC3,-4,-1,2,6,2,4,3,-0.6,1,21
Cc1ccc(Nc2c([N+](=O)[O-])c(=O)n(C)c3ccccc23)cc1,-7,-1,2,3,5,-4,3,-1.2,0,3
CC1CCc2sc(C(=O)NCc3ccc(F)cc3)cc2C1 (stereo not given),-30,1,0,-4,-18,-2,0,0.2,1,-3
COc1ccc(C(=O)NC2CCN(C(=S)Nc3ccccc3C)CC2)cc1,2,1,-5,-5,7,5,2,-1.4,1,-4
O=C(Nc1ccccn1)C12CC3CC(C1)CC(C(=O)Nc1ccccn1)(C3)C2,-6,5,-1,1,-10,7,0,-1.5,9,-3
CC(C)(C)OC(=O)N1CCC(CC2CC(c3ccncc3)=NO2)(C(=O)O)CC1 (stereo not given),8,1,-2,1,-5,-1,-1,1.4,-4,5
C=CCN(c1ccccc1)S(=O)(=O)c1cccc(C(=O)NC2CCN(Cc3ccccc3)CC2)c1,-15,-1,-4,0,3,1,1,0.4,1,-4
CCOC(=O)CNC(=O)CSc1nnc(SCC(=O)NCC(=O)OCC)s1,4,-3,4,5,-8,2,-6,0.1,8,-2
O=C(NCCCCNCCCNC(=O)c1ccccc1)c1ccccc1,-19,3,-2,-4,-3,1,-7,0.3,2,1
O=C(CCN1C(=O)c2ccccc2C1=O)Nc1nc2ccccc2s1,-4,-2,-1,-7,-14,4,0,0.2,1,3
COc1ccc(NC(=O)C2CCCCN2S(=O)(=O)c2ccccc2)cc1S(=O)(=O)N1CCOCC1 (stereo not given),-1,2,-4,-9,-1,3,-5,2.9,-1,6
